Runt-SMMHC FRET: inhibitors of RUNX1 Runt–CBFb-SMMHC binding, primary screen, biochemical, FRET, Cerulean-Runt, Venus-CBFb-SMMHC, uHTS; AID 1434, 2008; Cerulean-Runt/Venus-CBFb-SMMHC FRET ratio 530/480, 1 h; inhibition, % at 20 µM; Runt-related transcription factor 1 (Homo sapiens) + Core-binding factor subunit beta …; 220,000 compounds, 0.74% hits;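 active means mean inhibition across duplicate retests at 20 µM reaching about 50%, limit read from the data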;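 further: 0% = DMSO wells and 100% = wells with excess untagged CBFb-SMMHC; inhibitors lower the FRET ratio by blocking Runt binding to CBFb-SMMHC; some results filed as inactive read as strong as hits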
Target sequence (Q01196 whole entry, looked up): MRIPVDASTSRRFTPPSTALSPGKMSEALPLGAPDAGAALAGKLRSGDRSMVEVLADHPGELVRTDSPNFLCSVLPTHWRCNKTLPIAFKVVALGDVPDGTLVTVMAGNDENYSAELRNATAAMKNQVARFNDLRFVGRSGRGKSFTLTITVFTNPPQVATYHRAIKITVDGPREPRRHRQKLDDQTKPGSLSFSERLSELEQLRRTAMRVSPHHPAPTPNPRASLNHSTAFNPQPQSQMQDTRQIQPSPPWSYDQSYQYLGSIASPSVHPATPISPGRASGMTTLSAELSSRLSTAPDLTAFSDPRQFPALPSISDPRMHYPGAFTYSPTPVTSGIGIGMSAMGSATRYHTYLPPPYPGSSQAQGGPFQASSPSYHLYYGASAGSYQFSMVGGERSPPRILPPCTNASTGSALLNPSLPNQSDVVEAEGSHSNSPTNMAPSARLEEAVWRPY
Target sequence (Q13951 whole entry, looked up): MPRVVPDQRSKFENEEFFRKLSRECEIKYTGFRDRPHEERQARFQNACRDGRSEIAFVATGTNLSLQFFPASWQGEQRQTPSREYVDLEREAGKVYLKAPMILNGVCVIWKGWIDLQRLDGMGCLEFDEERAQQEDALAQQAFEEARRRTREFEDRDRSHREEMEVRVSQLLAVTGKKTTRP
Hck Nef HTS: inhibitors of Nef-activated human Hck kinase, primary screen, biochemical, Z-Lyte FRET, 384-well, Hck-YEEI; AID 463187, 2010; 220,000 compounds, 0.68% hits; inhibition, % at 20 µM; Recombinant Hck-YEEI plus Nef, Z-Lyte FRET kinase assay;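 active means Hck-Nef kinase inhibition above about 50%, limit read from the data; inactive means inhibition below that limit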;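 further: 0% = DMSO with Hck plus Nef and 100% = Hck alone without Nef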
MDM2 E3 inh: MDM2-luciferase reporter signal enhancers, primary screen, MDM2 E3 ligase inhibitor project, cell-based, luminescence, 1536-well | E3 ubiquitin-protein ligase Mdm2 (Homo sapiens), Q00987 | cell-based MDM2 ubiquitination luciferase reporter, 2 h; 0 = plate control, 100 = twice control, blank-subtracted | signal enhancement, % at 5 µM | 210,000 compounds, 0.11% hits | AID 1230, 2008;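 active means signal enhancement of 30% or more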;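 further: luminescence tracks abundance of the self-degrading MDM2-luciferase fusion protein; higher signal means inhibition of MDM2 E3 ligase activity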
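System: stable MDM2–luciferase fusion reporter cells / Input: 2000 cells seeded into each well / Schedule: 4 h settle plus 2 h compound, 37 °C / Compound: single-point 5 µM / Buffer or medium: cells held in DMEM / Benchmarks: control and blank well means / Evaluation: percent signal gain over controls, blank-subtracted / Measured by: luciferase luminescence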
Tb hexokinase: Trypanosoma brucei hexokinase 1 inhibitors, primary screen, biochemical, G6PDH-coupled NADH absorbance, MLSCN library | recombinant TbHK1, G6PDH-coupled NADH A340 | inhibition, % at 10 µM | 220,000 compounds, 0.11% hits | AID 1430, 2008;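 active means inhibition of 50% or more in the single-dose primary screen; inactive means inhibition below 50%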
Runt-CBFb FRET: inhibitors of RUNX1 Runt–CBFb binding, primary screen, biochemical, FRET, Cerulean-Runt, Venus-CBFb, uHTS; Runt-related transcription factor 1 (Homo sapiens) + Core-binding factor subunit beta …; Cerulean-Runt/Venus-CBFb FRET ratio 530/480, 1 h; inhibition, % at 20 µM; 220,000 compounds, 0.46% hits; AID 1496, 2009;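 active means inhibition over about 50% at 20 µM in the single-dose screen, limit read from the data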;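 further: 0% = DMSO wells and 100% = excess unlabeled CBFb competitor control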
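Reagent – Venus-CBFb binding partner, 100 nM · Assay system – Cerulean-tagged RUNX1 Runt domain (FRET donor) fusion protein · Input – 100 nM per protein · Incubation – two 1 h room-temperature incubations shielded from light · Measured by – FRET fluorescence · Medium – Tris buffer pH 7.5 with salts and BSA · Benchmarks – unlabeled CBFb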
14-3-3 Bad PPI: inhibitors of 14-3-3 zeta/Bad binding, primary screen, biochemical, TR-FRET, bovine 14-3-3 zeta | 14-3-3 protein zeta/delta (Bos taurus), P63103 | AID 781, 2007 | 220,000 compounds, 0.71% hits | inhibition, % at 21.7 µM | TR-FRET 14-3-3zeta/Dy647-pBad peptide displacement, 1 h;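 active means inhibition above about 70%, limit read from the data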;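 further: 0% = full 14-3-3 plus peptide FRET controls and 100% = background without 14-3-3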
Target sequence (P63103 whole entry, looked up): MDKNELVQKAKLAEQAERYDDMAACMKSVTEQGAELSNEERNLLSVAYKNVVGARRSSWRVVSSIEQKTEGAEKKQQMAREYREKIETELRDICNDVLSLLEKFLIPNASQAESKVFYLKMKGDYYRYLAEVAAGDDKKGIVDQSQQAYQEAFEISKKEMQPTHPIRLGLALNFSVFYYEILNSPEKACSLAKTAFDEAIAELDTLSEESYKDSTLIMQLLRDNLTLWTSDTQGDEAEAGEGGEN
p47phox inh: p47phox/p22phox peptide binding inhibitors, primary screen, biochemical, uHTS, NADPH oxidase regulatory subunit. inhibition, % at 24.7 µM. AID 1274, 2008. 220,000 compounds, 0.53% hits. Neutrophil cytosol factor 1 (Homo sapiens), P14598. fluorescence polarization, 2 h;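 active means inhibition above about 30%, limit read from the data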;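 further: 0% = p47phox with labelled peptide and 100% = labelled peptide alone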
EBV gp42 block: Epstein-Barr virus gp42 inhibitors, primary screen, biochemical, uHTS, fluorescence polarization | Glycoprotein 42 (Epstein-Barr virus (strain AG876)), Q1HVG2 | Fluorescence polarization binding assay, mP read-out | inhibition, % (tested at 21.74 µM) | 220,000 compounds, 0.42% hits; in the data active means inhibition above about 50%
L929 necroptosis: inhibitors of zVAD-triggered necroptosis, primary screen, L929 cells. viability rescue, % at 10 µM. L929 zVAD necroptosis rescue, ATP luminescence, 24 h; with zVAD 60 µM. AID 1377, 2008. 220,000 compounds, 0.38% hits;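 active means activation, scaled between plate controls, above about 75%, limit read from the data; inactive means activation under that limit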;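 further: 0% = zVAD with DMSO and 100% = DMSO alone without zVAD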
An asterisk follows results filed as active; . = not tested or not shown; [ ] = remark or other dose.

item	compound	Runt-SMMHC FRET	Hck Nef HTS	MDM2 E3 inh	Tb hexokinase	Runt-CBFb FRET	14-3-3 Bad PPI	p47phox inh	EBV gp42 block	L929 necroptosis
1	O=C(CCN1CCCCC1)N/N=C/c1ccc(Br)cc1	3.8	1.2	-5.7	17.1	-1.5	-14.8	0.4	-14.6	0.2
2	CCCCCCCCCCCCS[C@H]1CS(=O)(=O)C[C@@H]1O	-3.7	3.0	2.4	10.6	-5.0	-1.7	0.2	5.5	0.5
3	Cc1ccc(-n2cc(-c3ccccc3)c3c(N4CCOCC4)ncnc32)cc1	2.1	19.2	-17.1	-6.9	-4.5	-4.0	-13.0	-4.7	0.2
4	Cc1cc(C(=O)C(C)Cl)c(C)n1Cc1ccco1 (stereo not given)	-6.3	20.0	2.2	3.6	1.2	3.2	-5.2	4.9	0.2
5	Cc1cccc(/C=C/C(=O)c2cc(Br)ccc(=O)c2O)c1	0.5	3.0	0.6	-9.4	13.2	12.4[fluorescence artefact?]	-28.5	-10.8	0.2
6	COc1ccc(Cn2nnnc2C(C(C)C)N2CCc3ccccc32)cc1 (stereo not given)	-1.2	1.7	-7.9	3.6	-1.9	6.1	-5.3	-6.5	-0.3
7	NC(=O)C1=NOC(CNc2ncc(C(F)(F)F)cc2Cl)C1 (stereo not given)	-2.7	-2.3	-15.4	-5.6	3.3	12.4	-5.1	-5.7	0.2
8	Nc1cccc(-n2nncc2-c2ccccc2)c1	2.6	7.6	-5.3	-0.4	-0.5	-5.1	-18.4	3.6	1.0
9	O=C(c1cccs1)N(C(=O)c1cccs1)c1ccc(Br)cn1	0.9	-19.1	-6.9	19.9	1.9	5.0	-2.7	-7.0	-0.5
10	Cc1cccc(NC(=S)NNC(=O)c2csc(C(C)C)c2)c1	-0.3	5.6	3.8	17.3	2.4	-5.3	-9.4	-1.2	-0.2
11	CC1(C)Cc2ccccc2-c2nnc(-c3cccnc3)n21	1.0	11.2	-22.3	31.1	-1.0	-9.0[fluorescence artefact?]	-9.7	4.3	1.4
12	COc1ccccc1S(=O)Cc1ccc(C(=O)O)o1 (stereo not given)	2.7	0.8	5.0	-1.0	.	-6.3	11.1	-8.0	0.3
13	COc1cc(NC(=O)C/C(C)=N/NC(=O)Cc2ccc(Cl)cc2)c(OC)cc1Cl	3.1	1.6	-14.8	-0.5	-1.8	8.9	5.3	-1.5	0.0
14	Cc1cc(C(F)F)n2ncc(C(=O)N3CCC(C(N)=O)CC3)c2n1	-7.9	1.2	-16.8	-8.2	2.0	13.7	-5.2	-3.5	-0.1
15	CCOc1ccc(Oc2c(/C=N/NC(N)=O)c(C)nn2-c2ccccc2)cc1	-3.2	1.6	-9.3	-2.4	-4.4	7.2	-3.5	2.1	2.2
16	Cn1cc(CNCCN2CCCCC2=O)c(-c2cccc(Cl)c2)n1	2.1	25.3	-1.1	1.1	0.4	-16.8	-2.2	-1.9	-0.1
17	COc1ccc(-n2c(-c3ccc(Br)cc3)nc(=S)c3c2CCCC3)cc1	-1.2	2.4	-11.4	-19.6	2.7	-0.9[fluorescence artefact?]	-19.8	-14.3	-1.0
18	CCc1cc(C(=O)NNC(=S)Nc2cc(C)ccc2C)cs1	0.2	-11.0	9.9	4.9	4.6	-11.3[fluorescence artefact?]	-7.0	-14.0	-0.5
19	C/C(=N\O)C(=O)NCCN(C)C	4.0	0.5	6.4	-1.6	0.6	-2.2	-2.3	-14.7	-0.3
20	COc1cc(C(=O)OCC(=O)NC(=O)c2cccn2C)ccc1OC(F)F	0.4	22.8	-5.0	-3.6	-0.5	-20.4	-6.3	-5.5	2.0
21	COc1ccc(N(CN2C(=O)C3C4C=CC(C4)C3C2=O)C(=O)c2ccco2)cc1 (stereo not given)	0.1	1.3	-1.1	-1.6	.	-13.6[fluorescence artefact?]	-36.2	-13.2	0.5
22	O=C(C1CCCCC1)N1CCN=C1SCc1cccnc1	-1.9	0.0	-10.7	-3.0	-0.7	3.4	-6.2	-21.9	0.1
23	O=C(Cc1ccccc1)NCC(=O)OCC(=O)c1cccs1	1.0	-1.2	11.5	0.5	0.4	-2.6	-0.6	-16.9	0.1
24	C=CCn1cc(-c2ccc(Cl)cc2)cc(C#N)c1=O	0.7	-0.6	-16.6	-13.7	1.7	.	3.9	1.3	-0.2
25	CCS(=O)(=O)N1CCN(C(=O)C(c2ccccc2)c2ccccc2)CC1	-10.5	-0.2	-18.5	3.1	2.3	18.4[fluorescence artefact?]	4.2	9.5	-0.8

Filtered by structure, the compounds so far with a furan ring, fused or not
item	compound	Runt-SMMHC FRET	Hck Nef HTS	MDM2 E3 inh	Tb hexokinase	Runt-CBFb FRET	14-3-3 Bad PPI	p47phox inh	EBV gp42 block	L929 necroptosis
4	Cc1cc(C(=O)C(C)Cl)c(C)n1Cc1ccco1 (stereo not given)	-6.3	20.0	2.2	3.6	1.2	3.2	-5.2	4.9	0.2
12	COc1ccccc1S(=O)Cc1ccc(C(=O)O)o1 (stereo not given)	2.7	0.8	5.0	-1.0	.	-6.3	11.1	-8.0	0.3
21	COc1ccc(N(CN2C(=O)C3C4C=CC(C4)C3C2=O)C(=O)c2ccco2)cc1 (stereo not given)	0.1	1.3	-1.1	-1.6	.	-13.6[fluorescence artefact?]	-36.2	-13.2	0.5

Continued.
item	compound	Runt-SMMHC FRET	Hck Nef HTS	MDM2 E3 inh	Tb hexokinase	Runt-CBFb FRET	14-3-3 Bad PPI	p47phox inh	EBV gp42 block	L929 necroptosis
26	FC(F)(F)c1cc(-c2ccco2)nc(-n2cnc3ccccc32)n1	-43.3	0.4	2.9	-25.4	-3.5	-2.6	-11.3	-10.9	-0.2
27	COCCNC(=O)c1ccc(CS(=O)(=O)c2ccc(Cl)cc2)o1	-1.4	0.0	-5.0	-0.8	-0.4	-6.9	-17.1	-14.5	-0.3
28	O/N=C/c1cc(Cl)ccc1OCc1cccc2ccccc12	5.2	0.9	-8.6	12.3	-0.5	1.1	-26.9	-6.8	0.1
29	COc1cccc(N2CCN(S(=O)(=O)c3cccc4nsnc34)CC2)c1	-1.2	20.9	-12.2	-7.6	1.6	-2.0	2.3	-3.4	1.2
30	Cc1cc(=O)nc2c3ccccc3n(C(C)C(=O)Nc3cc(F)ccc3F)n12 (stereo not given)	-1.9	16.2	-8.7	-4.4	-3.1	0.8	-9.5	-12.5	-0.2
31	CC(C)CCn1c(=O)c2ccccc2n2c(CN3CCCC3)nnc12	4.3	17.5	-23.4	-5.2	-1.7	-11.4	-10.4	-15.3	-0.6
32	O=C(Oc1ccc2ccc(=O)oc2c1)C1CCCCC1	48.2	66.9*	3.9	33.9	30.1	-10.6	-2.1	-3.3	1.0
33	Cc1ccc(C)c(-n2c(SCC(=O)N3CCCC3)nnc2-c2ccccn2)c1	2.9	-1.4	-23.7	2.3	-1.1	-4.5	-7.5	-22.4	0.5
34	O=C(NCCN1CCN(C(=O)NC2CCCCC2)CC1)NC1CCCCC1	3.3	-5.4	-18.6	-2.7	1.3	-5.8	-14.4	-5.5	1.0
35	Cc1c(Cl)c([N+](=O)[O-])nn1CCCC(=O)Nc1cccnc1	-1.4	19.1	-13.4	-9.2	0.9	-8.2	2.4	-5.2	2.4
36	COc1ccccc1OCCSc1nc(N)cc(N)n1	3.8	1.3	.	-0.4	1.0	5.9[fluorescence artefact?]	-4.2	-16.2	-0.2
37	CCn1c(SCC(=O)NNC(=O)c2ccco2)nnc1-c1ccco1	-1.3	17.7	19.7	-8.7	-0.4	-16.2	2.0	-24.3	3.6
38	Cn1cc(S(=O)(=O)N2CCC3(CC2)OCCO3)c(=O)n(C)c1=O	-4.6	-7.6	-22.1	-4.0	1.3	2.0	-5.8	-9.7	0.7
39	Cc1onc(-c2c(F)cccc2Cl)c1C(=O)c1ccc(F)cc1	-1.5	4.0	-6.6	1.2	1.0	1.3	-4.2	-9.1	-0.1
40	O=C(NC1=NCCS1)C1CC(=O)N(c2ccccc2)C1 (stereo not given)	5.6	1.6	-4.2	0.3	-0.7	-2.5	-2.2	-5.0	-0.2
41	COC(=O)C1(C(C[N+](=O)[O-])c2ccco2)C(=O)NCC1c1ccccc1 (stereo not given)	-1.7	9.8	1.1	-10.5	1.3	3.8	-5.0	-17.5	-0.5
42	C/C(=N\N=C1\NC(=O)C(CC(=O)NCc2ccccc2)S1)C(C)C (stereo not given)	-0.4	18.6	-20.9	0.1	-2.5	-20.3	1.2	-5.2	1.9
43	Cc1cc(C(=O)CN2C(=O)C(=O)N(Cc3ccccc3)C2=O)c(C)n1CC1COc2ccccc2O1 (stereo not given)	-5.8	26.3	-5.3	-3.2	-0.7	-3.6	-52.4	-24.4	12.4
44	COc1cc(C(=O)Nc2ccc3c(c2)OCO3)ccc1OCc1c(C)noc1C	-1.9	-3.6	-6.8	6.2	0.4	-1.0	-7.2	-10.2	1.3
45	CCOc1c(OC(C)=O)ccc(/C=C2\N=C(SCC)SC2=O)c1[N+](=O)[O-]	-0.8	0.4	3.2	-4.1	12.3	-0.2	-21.4	-5.8	1.1
46	Cc1cc(C)nc(N2CCC(C(=O)NCCc3ccc(Cl)cc3)CC2)n1	-0.3	2.5	-26.5	-0.9	-0.5	-9.4	-5.6	-11.3	0.8
47	Cc1cccc2nc(COc3ccc(-c4ccccc4)cc3)cn12	-3.7	16.2	-8.8	6.5	-9.7	-10.8	-19.9	2.1	-1.0
48	CCOCCCn1c(SCC(=O)NCc2ccc3c(c2)OCO3)nc2ccccc2c1=O	-1.2	21.7	-6.1	0.1	-4.6	-7.2	-0.5	1.1	2.4
49	CC(=O)Nc1ccc(NC(=O)CN(c2cc(Cl)ccc2Cl)S(C)(=O)=O)cc1	-0.4	17.2	.	0.0	0.8	0.8	-0.1	8.7	0.7
50	O=C1c2ccccc2CC1Sc1nnc(-c2ccccn2)o1 (stereo not given)	9.4	0.1	-3.5	-1.8	7.4	-11.5	-3.2	-1.9	0.6
51	O=c1[nH]c(CSc2ncc(C(F)(F)F)cc2Cl)nc2cc(C(F)(F)F)ccc12	-6.0	24.6	0.7	6.8	-1.0	-8.9	-67.4	-38.0	0.4
52	O=C(Nc1ccccc1)Nc1snnc1C(=O)Nc1cccc(O)c1	-10.8	60.3*	-3.1	-2.5	-1.3	10.7	-44.8	-5.7	48.9

Compound activity deposited in PubChem BioAssay by several laboratories.
